Cathepsin G inh = inhibitors of human cathepsin G; P08311; purified enzyme, AMC-tetrapeptide fluorescence, pooled mixtures; inhibition, % at 5 µM (by protocol); AID 581; hit rate 0.2% among 62,000;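 active means inhibition above 20% in each of the two mixture wells holding the compound; inactive means inhibition of 20% or less in either well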;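 further: 0% = enzyme control without mixture and 100% = blank lacking enzyme; strong numbers were not always called active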
C1s block = human complement C1s inhibition; P09871; purified C1s, fluorogenic AMC substrate, pooled mixtures; mean inhibition % of two 10-compound mixtures (active compounds read high), % at 5 µM (by protocol); hit rate 0.16% among 62,000; AID 538;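 active means inhibition above 20% in each of the two 10-compound mixture wells holding the compound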;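 further: 0% = enzyme wells lacking compound mixture and 100% = no-enzyme blank wells; some compounds called inactive have numbers as strong as hits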
AP ELISA ortho = alternative pathway complement inhibition, orthogonal assay; inhibition, % at 5 µM; Human serum alternative complement pathway, LPS-coated ELISA, C3 deposition; tested in compound mixtures; hit rate 0.08% among 62,000;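 active means inhibition above 30% in each of the two pooled mixtures holding the compound, so the lower value exceeds 30%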;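 further: 0% = serum in Mg-EGTA without compound and 100% = EDTA serum blank; some compounds past the cut are filed as inactive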
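Test system: human serum complement alternative pathway, C3 deposition onto LPS / Medium: Mg2+-EGTA GVB++ buffer containing human serum at 1:15 dilution / Probe or stimulus: Plate-bound LPS / Times: 1 h at 37 °C / Signal: ELISA with HRP anti-human C3 antibody, TMB substrate, absorbance 450 nm / Measure: percent inhibition / Repeats: two pool placements per compound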
CatL block = inhibitors of human cathepsin L; P07711; purified cathepsin L, fluorogenic substrate, fluorescence; inhibition, %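 (tested at 10 µM)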; hit rate 0.17% among 58,000; AID 460; in the data active means inhibition above about 45%;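 further: 0% = enzyme with no compound and 100% = no enzyme blank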
CatB block = blocks human cathepsin B protease activity | purified cathepsin B, fluorogenic substrate, fluorescence | inhibition, %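 (tested at 10 µM)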 | hit rate 0.1% among 63,000 | AID 453; in the data active means inhibition above about 21%;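 further: 0% = enzyme with no compound and 100% = no enzyme blank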
FXIa inh mix = inhibitors of human coagulation factor XIa, pooled mixtures; P03951; purified FXIa, fluorogenic substrate; inhibition, % at 5 µM; hit rate 0.19% among 62,000; AID 680;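 further: each value is inhibition by a whole ten-compound pool holding the compound; 0% = enzyme with no mixture and 100% = wells lacking enzyme; strong numbers were not always called active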
Target sequence (P03951 19-387 limits assumed): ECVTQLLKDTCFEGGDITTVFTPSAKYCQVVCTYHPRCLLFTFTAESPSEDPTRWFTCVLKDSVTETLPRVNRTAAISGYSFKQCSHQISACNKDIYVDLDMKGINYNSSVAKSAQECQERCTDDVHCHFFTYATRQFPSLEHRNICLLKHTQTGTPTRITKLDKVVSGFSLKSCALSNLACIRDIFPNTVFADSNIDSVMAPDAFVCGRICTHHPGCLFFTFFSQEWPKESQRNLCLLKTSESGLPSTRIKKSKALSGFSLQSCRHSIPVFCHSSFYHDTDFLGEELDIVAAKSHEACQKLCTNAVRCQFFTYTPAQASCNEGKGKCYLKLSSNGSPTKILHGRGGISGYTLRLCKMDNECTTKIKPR
Target sequence (P03951 388-625 limits assumed): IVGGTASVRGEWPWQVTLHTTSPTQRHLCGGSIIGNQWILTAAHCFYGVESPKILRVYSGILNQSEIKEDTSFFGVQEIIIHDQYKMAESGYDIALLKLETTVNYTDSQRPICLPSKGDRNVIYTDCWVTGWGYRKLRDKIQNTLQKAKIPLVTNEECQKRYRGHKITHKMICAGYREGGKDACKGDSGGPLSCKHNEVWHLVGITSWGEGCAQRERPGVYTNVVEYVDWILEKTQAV
FXIIa inh mix = inhibitors of human coagulation factor XIIa, pooled mixtures | P00748 | purified FXIIa, fluorogenic substrate | inhibition, % at 5 µM | hit rate 0.2% among 62,000 | AID 684;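 further: 0% = enzyme without compound and 100% = no enzyme blank; some results filed as inactive read as strong as hits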
CatS block = human cathepsin S inhibition; recombinant cathepsin S, AMC dipeptide fluorescence, pooled mixtures; inhibition, %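 (tested at 5 µM per compound within 10-compound mixtures)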; hit rate 0.06% among 62,000; AID 501; in the data active means inhibition above about 32%, passing the limit was not always enough;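 further: 0% = enzyme without compound and 100% = blank without enzyme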
Target sequence (P25774 115-331 limits assumed): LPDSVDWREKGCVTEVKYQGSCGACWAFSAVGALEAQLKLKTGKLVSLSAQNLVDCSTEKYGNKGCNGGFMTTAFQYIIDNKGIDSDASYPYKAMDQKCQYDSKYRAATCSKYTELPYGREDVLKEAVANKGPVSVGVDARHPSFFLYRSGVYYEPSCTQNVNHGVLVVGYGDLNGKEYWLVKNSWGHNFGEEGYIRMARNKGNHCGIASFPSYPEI
CatB mix inh = human cathepsin B inhibition by mixtures; Purified cathepsin B, AMC dipeptide fluorescence, compound mixtures; hit rate 0.06% among 62,000; inhibition, %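 (ten-compound pools at 5 µM per compound and 50 µM total)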; in the data active means inhibition above about 22%, passing the limit was not always enough;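 further: 0% = enzyme without compound and 100% = no enzyme blank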
An asterisk follows results filed as active; · = no result given. Unless noted, no stated cut-off is given here; in the data, active means inhibition above about 20% (passing the limit was not always enough); inactive means the rest. The list is partial. The share of hits here may be higher or lower than overall.

1) CS(=O)(=O)N1CCC(C(=O)Nc2cccc(C(F)(F)F)c2)CC1
2) COc1cccc(CNC(=O)C2CCCN(c3nc4ccccc4o3)C2)c1 (centres undefined)
3) Cn1c(C(=O)NCCCN2CCN(c3ccc(F)cc3)CC2)cc2c(=O)n(C)c3ccccc3c21
4) CCCCN1CC(O)=C(c2nc3ccccc3[nH]2)C1=N
5) Cn1c(=O)c2c(nc(CN3CCOCC3)n2CCCO)n(C)c1=O

Screen / compound no.	1	2	3	4	5
Cathepsin G inh	-18	2	19	4	10
C1s block	-8	-3	17	0	0
AP ELISA ortho	-6	6	2	10	16
CatL block	1	7	-4	4	6
CatB block	0	6	17	-1	-4
FXIa inh mix	-12	6	8	2	4
FXIIa inh mix	4	9	7	-11	2
CatS block	-15	4	23	-2	-4
CatB mix inh	0	1	6	-4	3

One compound at a time, as listed above. Order of screens: Cathepsin G inh | C1s block | AP ELISA ortho | CatL block | CatB block | FXIa inh mix | FXIIa inh mix | CatS block | CatB mix inh
Results for COc1cccc(CNC(=O)C2CCCN(c3nc4ccccc4o3)C2)c1 (centres undefined) = 2 | -3 | 6 | 7 | 6 | 6 | 9 | 4 | 1
Results for CS(=O)(=O)N1CCC(C(=O)Nc2cccc(C(F)(F)F)c2)CC1 = -18 | -8 | -6 | 1 | 0 | -12 | 4 | -15 | 0
Results for Cn1c(=O)c2c(nc(CN3CCOCC3)n2CCCO)n(C)c1=O = 10 | 0 | 16 | 6 | -4 | 4 | 2 | -4 | 3

Next compounds
6) CCOC(=O)C1=C(C)NC2=C(C(=O)CCC2)C1c1ccsc1 (centres undefined)
7) Cc1ccc(C)n1-c1ccc(-n2cnnn2)cc1
8) Cn1c(=O)cc(OCC(=O)N2CCCc3ccccc32)c2ccccc21
9) NC(CO)C(=O)NNCc1ccc(O)c(O)c1O (centres undefined)
10) CCn1nc(C(=O)OCC(=O)c2c[nH]c3ccccc23)c2ccccc2c1=O

Screen / compound no.	6	7	8	9	10
Cathepsin G inh	9	12	0	14	4
C1s block	11	14	3	-1	-11
AP ELISA ortho	12	16	16	-12	15
CatL block	·	0	-2	-1	8
CatB block	3	-1	-7	4	5
FXIa inh mix	4	12	13	3	0
FXIIa inh mix	9	8	-15	-6	-2
CatS block	-4	0	0	17	-8
CatB mix inh	2	5	6	-9	3

11) COc1ccc(C(=O)CSc2nnc(COc3ccc(C#N)cc3)n2-c2ccccc2)cc1
12) COc1ccc(NC(=O)c2ccco2)cc1NC(=O)c1ccc(Br)o1
13) COCCn1c(C)cc(C(=O)COC(=O)c2c(C)nn(Cc3ccccc3)c2C)c1C
14) CN(C)S(=O)(=O)c1ccc(NS(=O)(=O)/C=C/c2ccccc2)cc1
15) COC1CCCCC1NS(=O)(=O)c1ccccc1 (centres undefined)

Screen / compound no.	11	12	13	14	15
Cathepsin G inh	1	-4	9	0	5
C1s block	-32	-39	6	1	18
AP ELISA ortho	16	-4	4	19	18
CatL block	-15	·	9	-4	7
CatB block	2	·	1	-3	3
FXIa inh mix	-6	-8	1	5	9
FXIIa inh mix	22	12	-5	-5	15
CatS block	-13	2	-2	-5	0
CatB mix inh	-1	-7	-2	-5	6

16) CCn1c(N)c(C(=O)N2CCOCC2)sc1=S
17) COc1ccc(CCn2nnnc2C(C(C)C)N2CCN(c3ncccn3)CC2)cc1OC (centres undefined)
18) Cn1nnc2cc(C(=O)N3CCCCCC3)ccc21
19) C=CCSc1nc2ccccc2c(=O)[nH]1
20) O=C(CN(C(=O)CCC(=O)Nc1nccs1)c1cccc(F)c1)NCC1CCCO1 (centres undefined)

Screen / compound no.	16	17	18	19	20
Cathepsin G inh	-1	7	5	7	7
C1s block	-4	10	5	-5	-5
AP ELISA ortho	1	12	-1	10	8
CatL block	10	-12	25	16	-3
CatB block	1	-1	0	1	2
FXIa inh mix	-5	7	4	4	8
FXIIa inh mix	3	10	1	-3	5
CatS block	1	0	0	-4	19
CatB mix inh	-4	1	2	0	1

21) COc1ccc(C)cc1NS(=O)(=O)c1ccc(NS(=O)(=O)c2ccc(NC(C)=O)cc2)cc1
22) O=C(Cc1cc(=O)[nH]c(=O)[nH]1)N1CCC(Cc2ccccc2)CC1
23) CCc1cccc(C)c1NC(=O)c1ccoc1C
24) O=c1[nH]c(CN2CCCCC2)nc2c1C1(CCCC1)Cc1ccccc1-2
25) CC(NC(=O)C1CCCCC1)C(c1cccs1)N1CCN(C)CC1 (centres undefined)

Screen / compound no.	21	22	23	24	25
Cathepsin G inh	12	2	-3	-3	1
C1s block	15	-33	-19	-8	4
AP ELISA ortho	6	13	15	18	16
CatL block	-5	8	9	6	·
CatB block	0	5	-4	-1	4
FXIa inh mix	9	5	6	6	0
FXIIa inh mix	4	12	-1	-1	0
CatS block	12	-13	-1	2	-4
CatB mix inh	6	-1	1	-1	3

26) Cc1ccc(NCc2nnc(SCC(=O)c3ccccc3)n2Cc2ccco2)c(C)c1
27) O=C(NCc1ccccn1)c1ccc(Br)s1
28) COc1cc(-c2nc3oc4ccccc4c(=O)c3c(=O)n2Cc2ccco2)cc(OC)c1OC
29) Cc1nn(Cc2ccccc2Cl)c(C)c1NC(=O)c1cc(-c2ccc(F)cc2)on1
30) CCOC(=O)c1[nH]c2cc(OC)c(OC)cc2c1NC(=O)CN1CCN(C)CC1

Screen / compound no.	26	27	28	29	30
Cathepsin G inh	9	44	8	-6	-5
C1s block	10	28	5	-42	-28
AP ELISA ortho	7	7	26	-7	-18
CatL block	11	-12	1	2	-171
CatB block	5	2	-2	0	2
FXIa inh mix	7	9	1	2	0
FXIIa inh mix	7	6	-1	-1	2
CatS block	-1	0	-2	-8	12
CatB mix inh	4	-5	-5	-3	4

31) Cc1ccc(-n2ncc3c(=O)[nH]c(SCC(=O)N4CCOCC4)nc32)cc1
32) O=C(CSc1nc2ccccc2[nH]1)N1CCN(c2ccccc2)CC1
33) COCCCNC(=O)C1CCN(C(=O)c2cc3sccc3n2Cc2ccc(F)cc2)CC1
34) Cn1c(=O)oc2cc(S(=O)(=O)NCCN3CCc4ccccc4C3)ccc21
35) CC(C)CC(NC(=O)C1CCC(C)CC1)C(=O)Nc1ccccn1 (centres undefined)

Screen / compound no.	31	32	33	34	35
Cathepsin G inh	13	-2	-3	8	4
C1s block	24	-19	-4	2	8
AP ELISA ortho	18	4	7	4	11
CatL block	·	·	-3	6	-10
CatB block	4	-6	0	2	-5
FXIa inh mix	41	4	24	-1	6
FXIIa inh mix	6	-20	-1	11	-19
CatS block	-2	-2	2	16	9
CatB mix inh	10	2	1	2	5

36) Cc1ccc(C)c(Cn2nnc3c(=O)[nH]c(C4CCCN(C(=O)CC(C)C)C4)nc32)c1 (centres undefined)
37) CCCNC(=O)Nc1ccccc1C(=O)Nc1ccc(OC)cc1
38) CCCS(=O)(=O)N1CCCC(C(=O)N2CCN(c3ccccc3)CC2)C1 (centres undefined)
39) COc1cc2c(cc1NC(=O)c1ccc3c(c1)OCO3)oc1ccccc12
40) COc1ccccc1NC(=O)CSc1nnnn1C

Screen / compound no.	36	37	38	39	40
Cathepsin G inh	53	4	0	7	12
C1s block	16	4	-19	14	-9
AP ELISA ortho	11	6	4	13	22
CatL block	19	-6	-4	-16	-3
CatB block	1	3	4	-1	1
FXIa inh mix	20	13	12	7	9
FXIIa inh mix	2	7	0	-3	2
CatS block	6	-6	-2	-6	4
CatB mix inh	4	0	-1	5	5

41) O=C(CCc1nc(-c2ccccc2F)no1)NCCc1ccccc1Cl
42) CCOC(=O)Cc1cc(=O)n2[nH]c(C)cc2n1
43) CCCOc1ccc(CSc2nnc(CCC)n2N)cc1
44) Cn1c(=O)[nH]c(=O)c2c1nc(N1CCCCCC1)n2CCN1CCCCCC1
45) O=C(NCc1ccco1)c1cc2cc3ccc(Cl)cc3nc2o1

Screen / compound no.	41	42	43	44	45
Cathepsin G inh	-3	-8	-16	7	4
C1s block	-28	-17	-12	12	-33
AP ELISA ortho	8	-15	-32	6	6
CatL block	16	-5	8	·	-7
CatB block	-6	6	0	7	2
FXIa inh mix	3	10	3	6	-4
FXIIa inh mix	0	4	2	7	0
CatS block	5	26	0	-9	5
CatB mix inh	3	2	0	-1	-9

Look-ups from the list.
COc1ccc(NC(=O)c2ccco2)cc1NC(=O)c1ccc(Br)o1 in CatB mix inh = -7
CCCOc1ccc(CSc2nnc(CCC)n2N)cc1 in FXIa inh mix = 3
CC(NC(=O)C1CCCCC1)C(c1cccs1)N1CCN(C)CC1 (centres undefined) in CatB block = 4
CCc1cccc(C)c1NC(=O)c1ccoc1C in AP ELISA ortho = 15
Cc1ccc(C)n1-c1ccc(-n2cnnn2)cc1 in FXIIa inh mix = 8

Next part.
46) CCN(CC)c1ccc(NC(=O)c2ccco2)c(C)c1
47) CN(C)c1ccc(/C=N/n2ncc3ccccc32)cc1
48) CCOC(=O)c1[nH]c2ccccc2c1NC(=O)CC
49) O=C(NC1CCCc2ccccc21)c1ccc(CNc2c(N3CCOCC3)c(=O)c2=O)cc1 (centres undefined)
50) Nc1nc(C2C(=O)CCCC2=O)cs1

Screen / compound no.	46	47	48	49	50
Cathepsin G inh	11	0	-1	7	-2
C1s block	16	-14	1	-37	-11
AP ELISA ortho	14	3	27	13	6
CatL block	1	·	-14	23	0
CatB block	3	-1	-8	0	4
FXIa inh mix	4	4	9	-1	3
FXIIa inh mix	1	5	12	13	15
CatS block	-1	2	-5	13	-6
CatB mix inh	5	-2	3	-5	4

51) Cc1cc(C(=O)COc2cccc(-n3cnnn3)c2)c(C)n1-c1ccccc1
52) O=C1NCCCC1C(=O)N1CCN(C(=O)C2CCCNC2=O)CC1 (centres undefined)
53) CCOC(=O)c1c(C)nc2c3ccccc3ccn12
54) Cn1cnc2cc(NC(=O)c3ccco3)ccc21
55) CC(=O)Nc1ccc(CN2CCCCCCC2)cc1
56) O=C(O)Cc1ccc(NC(=O)C2CCCCC2C(=O)O)cc1 (centres undefined)

Screen / compound no.	51	52	53	54	55	56
Cathepsin G inh	-3	-3	10	10	10	-6
C1s block	-2	-10	15	16	17	-5
AP ELISA ortho	-8	24	4	8	-3	-4
CatL block	10	25	8	11	·	·
CatB block	-1	0	14	-2	·	-4
FXIa inh mix	6	0	3	3	4	4
FXIIa inh mix	12	9	4	10	4	6
CatS block	-2	1	7	-2	11	-4
CatB mix inh	-7	42	-2	1	4	-7
